TcdB GH inh: TcdB glycohydrolase inhibitors, primary screen, biochemical, single point, plate reader | TcdB glycohydrolase enzymatic assay | AID 652162, 2013 | inhibition, % at 9.99 µM | hit rate 0.24% among 350,000; in the data active = inhibition above about 10%
3CLpro inhibitor: SARS-CoV 3CLpro protease inhibitors, primary screen, biochemical, quenched FRET; Replicase polyprotein 1ab (Severe acute respiratory syndrome coronavirus), P0C6X7; recombinant SARS-CoV 3CLpro, quenched FRET peptide cleavage; inhibition, % at 6 µM; hit rate 0.14% among 290,000; AID 1706, 2009; in the data active = inhibition above about 12%
Anthrax LF prot: Bacillus anthracis LF protease inhibitors, primary screen, biochemical, multiplex microsphere, MLPCN library; Lethal factor (Bacillus anthracis), P15917; hit rate 0.12% among 360,000; inhibition, % at 10 µM; multiplex microsphere protease cleavage assay; also: plate controls were buffer without enzyme for full effect and enzyme alone for no effect
Target sequence (P15917 whole entry, looked up): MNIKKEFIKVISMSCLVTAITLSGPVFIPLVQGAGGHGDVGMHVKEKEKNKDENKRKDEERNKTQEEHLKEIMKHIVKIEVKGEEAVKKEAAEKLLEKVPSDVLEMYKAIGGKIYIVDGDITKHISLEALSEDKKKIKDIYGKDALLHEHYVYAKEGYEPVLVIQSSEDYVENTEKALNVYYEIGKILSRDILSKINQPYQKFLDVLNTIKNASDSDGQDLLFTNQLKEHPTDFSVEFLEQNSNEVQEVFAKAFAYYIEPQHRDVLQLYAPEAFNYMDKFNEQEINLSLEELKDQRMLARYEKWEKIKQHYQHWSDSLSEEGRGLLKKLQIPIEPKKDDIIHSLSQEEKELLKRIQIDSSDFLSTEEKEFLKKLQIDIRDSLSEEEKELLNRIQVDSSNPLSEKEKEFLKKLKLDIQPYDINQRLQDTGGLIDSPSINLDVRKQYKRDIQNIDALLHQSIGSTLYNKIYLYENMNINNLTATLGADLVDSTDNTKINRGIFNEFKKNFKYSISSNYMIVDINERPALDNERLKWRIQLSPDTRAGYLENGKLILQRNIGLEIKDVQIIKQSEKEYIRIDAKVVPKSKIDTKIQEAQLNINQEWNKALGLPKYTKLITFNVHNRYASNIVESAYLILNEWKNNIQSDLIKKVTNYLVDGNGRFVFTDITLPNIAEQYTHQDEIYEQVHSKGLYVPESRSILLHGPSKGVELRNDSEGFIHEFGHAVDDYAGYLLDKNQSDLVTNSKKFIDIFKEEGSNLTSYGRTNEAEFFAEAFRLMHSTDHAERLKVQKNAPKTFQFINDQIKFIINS
BoNT A protease: BoNT/A light chain protease inhibitors, primary screen, biochemical, flow cytometry, MLPCN library; Botulinum neurotoxin type A light chain protease (Clostridium botulinum A str. ATCC 3502); multiplex microsphere protease substrate cleavage; inhibition, % at 10 µM; hit rate 0.17% among 360,000; AID 588499, 2011; also: plate controls were buffer without enzyme for full effect and enzyme alone for no effect
PfHsp40 yeast: rescue of yeast from PfHsp40 toxicity, primary screen, S. cerevisiae, ATP luminescence; S. cerevisiae expressing PfHsp40, growth rescue; growth rescue, % at 12.5 µM; hit rate 0.68% among 340,000; in the data active = growth rescue above about 28%, passing the limit was not always enough;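 also: yeast W303a lacking pdr1 and pdr3 grown in galactose medium; growth measured after three days at 30 °C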
BH1578 lux ind: inducers of Vibrio cholerae quorum light production without autoinducers, primary screen, BH1578 luxS cqsA deficient, single point | V. cholerae BH1578 lux reporter, luminescence, 6 h | activation, % at 18.7 µM | hit rate 0.16% among 350,000 | AID 588436, 2011; in the data active = activation mostly above about 9.7%, no sharp cut-off; also: not every result past the cut was called active; inactives centre near 0; reference of the scale not given here
Yp Topo-I inh: Yersinia pestis topoisomerase I inhibitors, primary screen, biochemical, cleavage product accumulation, plate reader, single point. DNA topoisomerase I (Yersinia pestis CO92). Y. pestis Topo-I cleavage product accumulation. activity, % at 10 µM. hit rate 0.064% among 360,000. AID 504884, 2011; in the data active = activity above about 50%, passing the limit was not always enough; also: inactives centre near 2
PriA SSB inh: inhibitors of Klebsiella pneumoniae PriA binding to SSB C-terminal tail, primary screen, biochemical, AlphaScreen; AID 1272365, 2023; AlphaScreen SSBct-PriA binding, biotinylated peptide; hit rate 0.6% among 430,000; PriA–SSB C-terminal tail interaction (Klebsiella pneumoniae); inhibition, % at 33 µM; in the data active = inhibition mostly above about 37%, no sharp cut-off; inactive = mostly below about 20%;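 also: plate controls were negative control peptide for no effect and reference peptide for full effect; strong numbers were not always called active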
PrPC TRFRET: inhibitors of human cell surface prion protein PrPC, primary screen, cell-based, TR-FRET; Major prion protein (Homo sapiens), P04156; TR-FRET read-out; inhibition, % at 13.8 µM; hit rate 0.43% among 370,000; in the data active = inhibition above about 24%; also: 0% = median of the test wells and 100% = reference compound wells
Active calls of the source: *; i = inactive; nt = no result given. Rule as the data show it, unless noted: active = inhibition above about 30%; inconclusive = no clear call, values can overlap the other calls; inactive = below that.

The opening 2 entries, to show the layout:
SMILES	TcdB GH inh	3CLpro inhibitor	Anthrax LF prot	BoNT A protease	PfHsp40 yeast	BH1578 lux ind	Yp Topo-I inh	PriA SSB inh	PrPC TRFRET
Cc1cc(C)c2c(=O)n3c(nc2c1)C(Cc1ccccc1)NC(=O)c1cccnc1-3 (stereo not given)	6.0	nt	-2	-0.7	nt	-0.7	36	nt	1
O=C(NCc1ccc(F)cc1)c1cc(C2CCCCN2S(=O)(=O)Cc2ccccc2)on1 (stereo not given)	0.5	nt	0	-0.1	nt	i	36	nt	-3

All compounds of this part, repeating the preview:
SMILES	TcdB GH inh	3CLpro inhibitor	Anthrax LF prot	BoNT A protease	PfHsp40 yeast	BH1578 lux ind	Yp Topo-I inh	PriA SSB inh	PrPC TRFRET
Cc1cc(C)c2c(=O)n3c(nc2c1)C(Cc1ccccc1)NC(=O)c1cccnc1-3 (stereo not given)	6.0	nt	-2	-0.7	nt	-0.7	36	nt	1
O=C(NCc1ccc(F)cc1)c1cc(C2CCCCN2S(=O)(=O)Cc2ccccc2)on1 (stereo not given)	0.5	nt	0	-0.1	nt	i	36	nt	-3
COc1ccc(OC)c(-c2cnc(OC(C)(C)C)nc2OC(C)(C)C)c1	0.8	0	-1	0.3	-0.2	-0.2	16	-7	1
COc1ccc(O)c(CN2CCCC(C(=O)c3ccccc3SC)C2)c1 (stereo not given)	0.9	0	-3	-1.0	-1.4	-0.3	10	26	-3
CCCC(=O)NCc1cc(-c2nn(C)c(=O)c3ccccc23)ccc1OC	-0.1	-1	6	0.2	-0.6	2.8	6	-6	-7
Cc1c(Cl)cccc1NC(=O)CSC(N)=O	1.5	0	-3	0.1	-0.2	0.3	-3	-5	10
CCO[C@@H]1OC(C(=O)NCc2ccccc2)=C[C@H](c2cn(C(C)=O)c3ccccc23)[C@H]1CCCO	1.3	3	-11	-0.2	-0.1	-0.6	5	3	-4
Cc1ccccc1NC(=O)C1CCN(S(=O)(=O)c2cccc3nonc23)CC1	1.4	4	8	-0.7	1.6	-1.6	-7	-18	-19
COCCNC(=O)C1CCCN(C(=O)c2cc(-c3cccs3)oc2C)CC1 (stereo not given)	1.0	nt	1	0.0	nt	i	-1	nt	-2
COc1ccccc1N(CC(=O)NCCSCc1ccccc1)S(C)(=O)=O	3.2	-1	7	2.5	0.2	-0.5	-4	4	-7
O=C(Nc1cccn2ncnc12)c1cccc(C(F)(F)F)c1	1.7	4	6	0.5	-0.9	-0.2	4	1	3
Cc1ccc(OCC(=O)N/N=C/c2cccn2C)cc1	nt	0	-3	-0.3	1.2	i	0	nt	8
O=C(CSc1cccc[n+]1[O-])CSc1cccc[n+]1[O-]	-0.6	-1	-3	-1.0	11	i	3	-16	8
Cc1cc(OC(=O)N2CCOCC2)cc(C)c1Cl	nt	5	1	-0.6	-1.5	i	7	-5	0
COc1ccc(N2CCN(C(=O)c3cccc(N4C(=O)C5C6C=CC(C6)C5C4=O)c3)CC2)cc1 (stereo not given)	1.3	-14	1	3.9	0.7	-0.7	9	4	-8
O=C(COc1ccc(/C=N/NS(=O)(=O)c2ccccc2)cc1)NCc1ccccc1	nt	2	-2	0.2	-0.9	8.3	5	nt	-1
O=C(CSc1nc(-c2ccccc2)c(-c2ccccc2)o1)NC1CCS(=O)(=O)C1 (stereo not given)	1.2	3	-3	-0.5	-0.3	0.3	4	-6	-8
COc1ccc(CC(=O)NCc2nnc(SCC(=O)N3CCN(c4ccccc4)CC3)n2C)cc1	nt	7	0	0.1	-0.3	0.7	-5	-11	7
OCCC1CN(Cc2ccon2)CCN1Cc1ccc(F)c(F)c1 (stereo not given)	2.2	3	-2	0.1	0.0	-0.2	4	-13	5
CCSc1sc(CC)cc1C=O	0.6	2	-2	0.8	-0.7	i	1	-14	-3
O=C1c2cccnc2C(Nc2ccccc2)N1Cc1ccco1 (stereo not given)	nt	-6	4	0.4	-1.2	-1.9	-13	-7	0
Cc1cccc(-n2cnc3cc(C(=O)N4CCCCC4)ccc32)c1	nt	-1	-3	1.2	-0.5	i	11	0	-8
COc1cccc(NC(=O)c2ccc3c(O)c(S(=O)(=O)c4ccccc4)c(=O)[nH]c3c2)c1	1.8	8	-3	1.6	0.7	i	3	4	-4
CS(=O)(=O)NN1C(=O)c2ccccc2NC1c1cccc2cccnc12 (stereo not given)	0.6	-4	0	1.1	0.7	1.0	1	6	-4
COc1ccccc1CN1C[C@@H]2C[C@@H](c3ccccc3C)N3CCC[C@@]23C1=O	0.7	1	2	-1.2	-0.2	-0.4	13	7	-4
CCOC(=O)C1CCCN(C(=O)c2ccc3sccc3c2)CC1 (stereo not given)	0.9	nt	-3	-0.3	nt	-0.7	9	nt	0
O=c1oc2ccccc2c(O)c1Sc1c(O)c2ccccc2oc1=O	nt	nt	-8	-0.9	11	i	5	7	nt
CC(=O)N1CCN(C(=O)c2cccc(S(=O)(=O)NCc3ccccc3)c2)CC1	0.9	nt	-3	2.4	0.0	i	-2	0	-3
COc1ccc2c3c([nH]c2c1)[C@H]1C[C@H]2[C@H](C[C@@H](O)[C@H](OC)[C@H]2C(=O)O)CN1CC3	-1.1	nt	3	0.2	0.6	-2.8	2	-2	4
Cc1nnc(N/N=C/c2cc([N+](=O)[O-])c(N3CCC(C)CC3)cc2N2CCC(C)CC2)n1N	nt	3	3	-1.3	0.0	i	13	nt	5
Cc1cc2nc(-c3ccc(Cl)cc3)c(CC(C)(C)C)n2c(C)c1Br	0.2	nt	-6	0.7	nt	nt	nt	nt	3
CON=C(C(=O)NC1C(=O)N2C(C(=O)O)=C(CSc3nc(=O)c(=O)[nH]n3C)CSC12)c1csc(N)n1 (stereo not given)	0.1	nt	1	-0.3	-1.0	i	-1	-4	-6
Fc1ccc(NC(=S)Nc2cccc3ccccc23)cc1	0.2	-1	7	-1.2	-0.1	1.5	-4	34	12
O=C(Nc1ccc(S(=O)(=O)NCc2ccccc2)cc1)Nc1ccc2c(c1)OCO2	-0.5	6	-2	-1.2	0.2	-0.3	-9	0	nt
CCOc1ccc(NC(=O)C2CC3CCC2C3)cc1 (stereo not given)	1.7	nt	6	0.6	nt	-1.1	-7	-6	0
NC(=O)c1cccc(-c2ccnc3c2CC(C(=O)NCc2cccc(Cl)c2)O3)c1 (stereo not given)	-0.2	nt	0	0.2	nt	i	-11	nt	1
COc1ccc(CN2C(=O)C(CC(=O)NCCN3CCOCC3)CC(C(=O)N3CCOCC3)=C2C)cc1 (stereo not given)	0.6	nt	1	-0.7	nt	-0.3	-1	nt	5
CC(C)(C)c1ccc(S(=O)(=O)NC(=O)C2(C)CCN2C(=O)CC2CCCC2)cc1 (stereo not given)	0.3	nt	-5	0.1	nt	-0.4	5	nt	4
OCC1(CCc2ccccc2)CCCN(C/C=C/c2ccccc2)C1 (stereo not given)	0.5	-9	-8	-4.1	-0.3	i	5	-4	4
O=S(=O)(c1ccccc1)N1CCC(c2ccccc2)CC1	-0.1	nt	-5	0.6	4.3	-1.2	22	-15	1
COc1ccc(C2=NN(C(C#N)c3ccc(OC)cc3)C(c3ccccc3)C2)cc1 (stereo not given)	0.5	8	-2	1.9	5.7	-0.5	13	-35	-4
Cc1csc(SC(C)C(=O)Nc2ccc3c(c2)OCCO3)n1 (stereo not given)	-1.8	-5	-3	-1.1	0.4	-0.4	5	-11	-7
CCN1CCN(Cc2nc3c(c(=O)n(C)c(=O)n3C)n2CCc2ccccc2)CC1	0.9	-1	-4	-0.2	0.0	1.5	5	-3	-5
O=C(C[n+]1cc(-c2ccc(F)cc2)n2c1CCC2)Nc1nc(-c2ccccc2)cs1	nt	-6	-1	0.5	0.9	0.6	6	17	-8
CN1C(=O)c2ccccc2CC12c1ccccc1C(=O)N2C (stereo not given)	3.2	nt	-2	-0.3	nt	-0.6	2	nt	0
CCCCCNC(=O)CN(c1ccc2c(c1)OCO2)S(C)(=O)=O	0.8	-6	-2	-0.1	0.3	-0.2	5	-19	-3
CCOC(=O)CSc1nnc(CNc2nc(-c3ccccc3)cs2)n1C	nt	-1	-2	-0.4	0.7	3.0	24	6	-3
CC(C)(C)c1ccc(/C=C/C(=O)NC2CCS(=O)(=O)C2)cc1 (stereo not given)	-0.1	1	1	-0.1	-1.9	-0.4	3	6	0
CCC1CCCCN1C(=O)CSc1nnc2nc(C)cc(C)n12 (stereo not given)	0.2	nt	-2	-0.4	0.2	i	3	-4	-5
COc1ccccc1OCC(=O)N1CCN(C(=O)COc2ccccc2OC)CC1	0.2	-4	4	0.0	0.0	i	-1	0	1
COc1ccc(C(=O)N/N=C(\C)c2ccc(NC(=O)Cc3ccccc3)cc2)c(OC)c1	0.1	2	-1	-0.2	-0.9	-3.6	-4	nt	1
COc1ccc(CN2C(CC(=O)Nc3cccnc3)c3ccc(C(F)(F)F)cc3S2(=O)=O)cc1 (stereo not given)	-0.6	nt	-4	-0.2	1.4	1.4	2	2	-3
Cc1c2n(c3ccccc13)CCC2=O	0.2	2	4	-0.5	2.6	-0.6	-8	13	-5
O=C(C1CCN(S(=O)(=O)c2cccnc2)CC1)N1CCN(c2cccc(Cl)c2)CC1	-0.2	1	3	0.5	-0.5	-0.3	28	-9	4
O=C(N/N=C/c1ccc(OC2CSC2)cc1)c1ccc(CN2CCOCC2)cc1	-2.0	0	1	-0.4	0.3	1.0	2	nt	3
COc1ccc(Cn2c(-c3ccc(OC)cc3)nc3ccccc32)cc1	5.3	2	-3	-0.2	-0.9	0.9	-3	-8	-4
Nc1ccccc1C(=O)NNC(=O)C(=O)/C=C(\O)c1ccccc1	1.0	-1	17	1.5	nt	i	9	nt	-2
CC(=O)c1cccc(NC(=O)CNC(=O)c2cc3ccccc3o2)c1	-0.2	3	-3	-0.1	0.4	i	6	-9	-6
COc1ccc(-c2cnc3ccccc3n2)cc1NC(=O)CNC(=O)c1ccccc1	0.4	-3	-3	-0.3	-1.0	2.2	8	-7	-13
Cc1onc(-c2c(Cl)cccc2Cl)c1C(O)c1ccc(F)cc1 (stereo not given)	0.8	3	-17	-4.0	-1.6	i	-2	-19	6

(continued)
SMILES	TcdB GH inh	3CLpro inhibitor	Anthrax LF prot	BoNT A protease	PfHsp40 yeast	BH1578 lux ind	Yp Topo-I inh	PriA SSB inh	PrPC TRFRET
O=S(=O)(NCC(c1cccnc1)N1CCN(Cc2ccccc2)CC1)c1ccccc1 (stereo not given)	0.5	-3	3	1.1	-1.5	-2.5	29	10	-7
O=C(Nc1cccc(Cl)c1N1CCCC1)c1cccc(-c2cc3ccccc3oc2=O)c1	nt	3	-5	0.0	0.4	0.3	-8	-19	-10
NC(=S)c1ncc(C(F)(F)F)cc1Cl	0.3	1	13	12	0.7	-0.7	-1	5	5
Cc1ccc2cc(CCNC(=O)c3ccc(S(=O)(=O)N4CCCCC4)cc3)c(=O)[nH]c2c1	1.4	2	-3	-0.1	0.8	-0.5	19	-1	-2
COc1ccccc1CCN1CCCC(CN(C)CC(C)(C)CO)C1 (stereo not given)	-0.3	5	-4	0.7	-0.5	-0.6	1	-13	-4
CN1CCn2cnc(C(=O)NCC(=O)OC(C)(C)C)c2C1=O	0.7	nt	2	-0.1	nt	-0.4	-2	nt	0

Single entries from the entries so far.
Reading for CN1CCn2cnc(C(=O)NCC(=O)OC(C)(C)C)c2C1=O under BH1578 lux ind: -0.4
Reading for COc1ccccc1CCN1CCCC(CN(C)CC(C)(C)CO)C1 (stereo not given) under BoNT A protease: 0.7
Reading for NC(=S)c1ncc(C(F)(F)F)cc1Cl under 3CLpro inhibitor: 1

Screens: PubChem BioAssay, several laboratories

Not all compounds are listed (hit frequency here may not be typical).
